From PubChem
Cdc25B inh: inhibitors of Cdc25B phosphatase catalytic domain, primary screen, biochemical, OMFP fluorescence; M-phase inducer phosphatase 2 (Homo sapiens), P30305; recombinant Cdc25B, OMFP fluorescence Ex485/Em525; inhibition, %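 (compounds tested at 10 µM final in the well)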; 65,000 compounds, 0.1% hits; AID 368, 2006; in the data active means inhibition above about 50%
Hsp90 inh: tumor Hsp90 inhibitors, primary screen, cell lysate, fluorescence polarization, NCI-N417 lysate; Heat shock protein HSP 90-alpha (Homo sapiens), P07900; Cy3B-geldanamycin FP displacement; inhibition, % at 30 µM; AID 429, 2006; 64,000 compounds, 0.35% hits;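 active means inhibition above 50%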;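 further: 0% = tracer plus lysate wells and 100% = tracer alone without lysate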
MKP-1 inh: MKP-1 phosphatase inhibitors, primary screen, biochemical, in vitro; Dual specificity protein phosphatase 1 (Homo sapiens), P28562; recombinant MKP-1, OMFP hydrolysis fluorescence; inhibition, %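 (compounds tested at a single concentration somewhere between 10 and 100 µM)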; 65,000 compounds, 0.15% hits;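 active means inhibition above about 50%, limit read from the data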;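 further: 0% = DMSO max control wells and 100% = wells with enzyme stopped by NaOH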
Abs 340nm: compound light absorbance at 340 nm, profiling panel, artefact control, biochemical, MLSMR library, data from PS, PMK, MK assays; compound absorbance at 340 nm, fold over control; fold change at 10 µM; 65,000 tested, under 10 active; AID 708, 2007;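 active means at 10 µM dose, initial 340 nm absorbance at least 2 fold that of control wells; inactive means change under 2 fold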;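 further: initial absorbance extrapolated from kinetic A340 decline of NADH oxidation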
Fluor 339 460: intrinsic fluorescence of library compounds, ex339/em460 – biochemical, MLSMR library, data from DPM-DC assay, artefact control, profiling panel | compound autofluorescence, ex339/em460 nm, NADH buffer; active compounds read high; 1 = no-compound wells, NADH background | fluorescence fold increase at 10 µM | 65,000 compounds, 5.5% hits;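 active means at 10 µM, mean starting fluorescence two-fold or more over control wells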;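 further: signal is the first read of a kinetic run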
JNK3 blocker: JNK3 kinase activity inhibitors, primary screen, biochemical, human, purified enzyme | Mitogen-activated protein kinase 10 (Homo sapiens), P53779 | HTS | inhibition, % at 8 µM | 60,000 compounds, 0.61% hits | AID 746, 2007; in the data active means inhibition above about 17%;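 further: 0% = DMSO and 100% = reference inhibitor; many of its hits are not listed in these tables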
PKA kinase inh: inhibitors of human PKA kinase activity, primary screen, biochemical, ATP-depletion luminescence, Kemptide substrate; PKA Kemptide phosphorylation, Kinase-Glo ATP luminescence; inhibition, % at 6 µM; 65,000 compounds, 0.1% hits; AID 524, 2006;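 active means inhibition above the screen-wide mean inhibition plus 3 SD, cut at about 21% in these data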; further: many of its hits are not listed in these tables
ROCK2 blocker: inhibitors of human ROCK2 kinase, primary screen, biochemical, high-throughput, luminescence | 60,000 compounds, 0.35% hits | inhibition, % at 6 µM | purified ROCK2, Kinase-Glo ATP depletion luminescence | Rho-associated protein kinase 2 (Homo sapiens), O75116;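 active means inhibition above the screen-wide mean inhibition plus 3 SD, cut at about 18% in these data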;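 further: plate controls were DMSO wells for no effect and Y-27632 control wells after no-enzyme background subtraction for full effect; many of its hits are not listed in these tables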
Her2 expr inh: inhibitors of Her2 protein expression, primary screen, SKBR-3 cells, AlphaScreen, 66K library. Receptor tyrosine-protein kinase erbB-2 (Homo sapiens), P04626. SKBR-3 HER2 protein level, 18-24 h; active compounds read low. HER2 level % of control, % at 10 µM. 65,000 compounds, 0.69% hits. AID 645, 2007;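 active means HER2 level under 5% of the carrier-only control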;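 further: 100% = DMSO carrier and 0% = 500 nM PU-H71 HSP90 inhibitor; lower value means stronger loss of Her2 protein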
Target sequence (P04626 whole entry, looked up): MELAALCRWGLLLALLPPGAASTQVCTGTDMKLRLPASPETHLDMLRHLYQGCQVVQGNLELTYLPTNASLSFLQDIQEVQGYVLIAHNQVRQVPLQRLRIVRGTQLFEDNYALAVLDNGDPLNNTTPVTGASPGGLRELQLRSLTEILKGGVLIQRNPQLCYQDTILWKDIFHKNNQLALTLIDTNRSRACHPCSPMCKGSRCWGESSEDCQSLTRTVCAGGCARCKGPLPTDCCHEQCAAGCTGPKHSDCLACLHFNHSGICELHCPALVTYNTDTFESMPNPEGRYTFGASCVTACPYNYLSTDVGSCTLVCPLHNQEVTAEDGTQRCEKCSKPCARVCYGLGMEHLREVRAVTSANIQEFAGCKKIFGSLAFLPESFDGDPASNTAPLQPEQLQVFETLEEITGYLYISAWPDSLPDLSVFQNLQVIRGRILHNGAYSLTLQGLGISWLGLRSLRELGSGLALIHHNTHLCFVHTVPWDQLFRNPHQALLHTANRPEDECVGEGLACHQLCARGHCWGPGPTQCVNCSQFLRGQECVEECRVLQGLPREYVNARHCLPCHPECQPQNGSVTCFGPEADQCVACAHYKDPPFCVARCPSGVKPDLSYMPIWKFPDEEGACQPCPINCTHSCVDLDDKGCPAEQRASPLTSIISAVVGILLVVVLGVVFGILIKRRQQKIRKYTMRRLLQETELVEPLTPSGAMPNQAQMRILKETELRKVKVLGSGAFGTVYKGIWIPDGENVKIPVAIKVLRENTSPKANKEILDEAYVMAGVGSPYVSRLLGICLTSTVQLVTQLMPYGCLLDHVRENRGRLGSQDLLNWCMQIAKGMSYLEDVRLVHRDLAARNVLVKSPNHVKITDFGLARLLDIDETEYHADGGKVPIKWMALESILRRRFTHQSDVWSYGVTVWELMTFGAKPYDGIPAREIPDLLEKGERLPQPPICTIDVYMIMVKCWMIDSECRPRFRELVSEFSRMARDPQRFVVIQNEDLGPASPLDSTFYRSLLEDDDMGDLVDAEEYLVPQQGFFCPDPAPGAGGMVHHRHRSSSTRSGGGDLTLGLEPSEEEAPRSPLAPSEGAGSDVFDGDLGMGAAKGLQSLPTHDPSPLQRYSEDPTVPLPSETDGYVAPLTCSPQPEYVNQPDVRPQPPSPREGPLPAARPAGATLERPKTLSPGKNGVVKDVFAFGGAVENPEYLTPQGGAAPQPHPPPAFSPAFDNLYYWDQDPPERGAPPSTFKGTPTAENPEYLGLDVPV
* marks the source's active call; other numbers are inactive results; nt = not tested or not shown. A portion of the library. The share of hits here may be higher or lower than overall.

SMILES | Cdc25B inh | Hsp90 inh | MKP-1 inh | Abs 340nm | Fluor 339 460 | JNK3 blocker | PKA kinase inh | ROCK2 blocker | Her2 expr inh
Cc1ccc(C)c(-n2c(CNC(=O)c3ccco3)nnc2SCC(=O)N2CCc3ccccc32)c1 | -3.0 | -8.1 | 9.5 | 1.03 | 1.05 | 3.6 | 5.0 | 4.0 | 58.9
CCn1c(=O)c2c(nc3n2CC(C)CN3CCc2ccccc2)n(C)c1=O (stereo not drawn) | -0.6 | 1.0 | 17.2 | 1.06 | 1.14 | -7.1 | 6.3 | -1.7 | 120.3
COc1ccc(C)cc1-n1c(SCC(=O)Nc2cc(C)on2)nc2sc(C)c(C)c2c1=O | -5.3 | -10.0 | 21.0 | 1.04 | 0.93 | -3.2 | 10.2 | 4.5 | 109.0
Cc1sc2nc(CN3CCCC3)nc(N3CCN(S(=O)(=O)c4cccs4)CC3)c2c1C | -13.7 | nt | 7.0 | 1.05 | 1.12 | nt | 0.6 | nt | 143.7
COC(=O)C1CCN(C(=O)c2cc(OC)c(OC)c(OC)c2)CC1 | 0.5 | -1.4 | 18.7 | 1.06 | 1.15 | -8.8 | -7.4 | -14.2 | 134.3
CN(C(=O)c1cnccn1)c1nnc(-c2cnccn2)s1 | -0.5 | -4.2 | 8.3 | 1.08 | 1.37 | -4.2 | 3.0 | -4.0 | 82.6
CSc1nc(C)cc(-n2cc(F)c(=O)[nH]c2=O)n1 | 7.4 | -3.1 | 7.3 | 1.04 | 1.18 | -2.2 | -5.8 | -1.6 | 96.0
COc1ccc2c(=O)c(-c3nc(C)cs3)coc2c1 | 4.9 | 1.5 | -28.0 | 1.04 | 1.12 | 4.5 | -0.5 | 2.2 | 64.8
COc1ccc(N2CCN(c3oc(COc4ccccc4)nc3C#N)CC2)cc1 | -21.8 | -5.7 | 12.2 | 1 | 1.03 | nt | 11.8 | nt | 67.7
Nc1nsc2ccccc12 | 26.4 | -2.0 | -3.8 | 1.02 | 1.89 | 0.2 | 0.6 | 4.2 | 15.6
Cc1cc(C)nc(SCc2nc3ccccc3n2C)n1 | 15.7 | -0.6 | 4.5 | 1.02 | 1.1 | -2.1 | -5.6 | -5.3 | 71.8
CSC1=C(C#N)C(c2ccc(Cl)cc2)C2=C(CC(C)(C)CC2=O)N1 (stereo not drawn) | 1.3 | 0.0 | 1.4 | 1.01 | 1.14 | -5.0 | 13.6 | 4.3 | 51.0
CCOC(=O)C1=C(N)Oc2cc(C)n(C)c(=O)c2C1c1ccncc1 (stereo not drawn) | 0.8 | -5.5 | -12.7 | 1.01 | 1.13 | 1.3 | -7.2 | 1.5 | 105.0
Cn1c(=O)cc(-c2ccccc2)c2ccccc21 | -9.8 | -0.4 | -8.9 | 1.08 | 1.56 | -1.1 | 5.9 | 5.4 | 100.9
Cc1cc(=O)[nH]c2c1c(C)nn2-c1ccccc1 | -57.1 | -2.3 | -7.2 | 1.01 | 1.03 | 3.5 | 1.7 | 7.9 | 115.4
CC(=O)CCS(=O)(=O)c1ccc(C)c(C)c1 | -5.1 | 0.3 | 9.8 | 1.05 | 1.08 | -6.2 | 8.1 | 1.8 | 96.2
CC(=O)Nc1ccc(N/C=C/C(=O)c2ccco2)cc1 | -8.2 | -4.7 | 11.5 | 1.12 | 1 | -3.9 | 3.8 | -2.3 | 83.8
Cn1c(=O)c2c(nc(CN3CCN(C(=O)c4ccco4)CC3)n2CCCc2ccccc2)n(C)c1=O | -2.8 | -2.2 | 12.3 | 1.06 | 1.08 | -2.2 | 1.8 | -4.3 | 105.0
COC(=O)c1ccc(C)c(NS(=O)(=O)c2ccc(OC)cc2)c1 | -13.3 | nt | 4.2 | 1.01 | 1.05 | nt | nt | nt | nt
CC1(CCc2ccccc2)NC(=O)N(Cc2nnc(-c3ccccc3Br)o2)C1=O (stereo not drawn) | 7.0 | -10.7 | 20.3 | 1.01 | 1.06 | -1.4 | 3.6 | 0.8 | 124.7

Molecules above containing a cyano group (2):
SMILES | Cdc25B inh | Hsp90 inh | MKP-1 inh | Abs 340nm | Fluor 339 460 | JNK3 blocker | PKA kinase inh | ROCK2 blocker | Her2 expr inh
COc1ccc(N2CCN(c3oc(COc4ccccc4)nc3C#N)CC2)cc1 | -21.8 | -5.7 | 12.2 | 1 | 1.03 | nt | 11.8 | nt | 67.7
CSC1=C(C#N)C(c2ccc(Cl)cc2)C2=C(CC(C)(C)CC2=O)N1 (stereo not drawn) | 1.3 | 0.0 | 1.4 | 1.01 | 1.14 | -5.0 | 13.6 | 4.3 | 51.0

Looked up by compound from the entries so far:
SMILES | Cdc25B inh | Hsp90 inh | MKP-1 inh | Abs 340nm | Fluor 339 460 | JNK3 blocker | PKA kinase inh | ROCK2 blocker | Her2 expr inh
CC1(CCc2ccccc2)NC(=O)N(Cc2nnc(-c3ccccc3Br)o2)C1=O (stereo not drawn) | 7.0 | -10.7 | 20.3 | 1.01 | 1.06 | -1.4 | 3.6 | 0.8 | 124.7
CCOC(=O)C1=C(N)Oc2cc(C)n(C)c(=O)c2C1c1ccncc1 (stereo not drawn) | 0.8 | -5.5 | -12.7 | 1.01 | 1.13 | 1.3 | -7.2 | 1.5 | 105.0

The list goes on:
SMILES | Cdc25B inh | Hsp90 inh | MKP-1 inh | Abs 340nm | Fluor 339 460 | JNK3 blocker | PKA kinase inh | ROCK2 blocker | Her2 expr inh
COc1ccc(-c2cn3c(C)c(C(=O)Nc4cccc(C)n4)sc3n2)cc1 | -13.0 | -3.7 | 51.1* | 1.04 | 1.26 | -2.8 | 2.1 | 0.9 | 75.5
O=C(O)CCCCCn1c(SCC(=O)N2CCCC2)nc2ccsc2c1=O | -4.9 | -4.5 | -1.5 | 1.01 | 1.18 | nt | 4.0 | nt | 111.8
Cc1cccc(NCc2nc(SCC(N)=O)n[nH]2)c1 | -18.5 | 0.8 | 22.9 | 0.99 | 1.1 | -4.0 | -7.1 | -4.6 | 115.9
Cc1ccc(S(=O)(=O)c2c(N)n(CCN3CCOCC3)c3nc4ccccc4nc23)cc1C | 22.0 | -3.6 | 4.8 | 1.09 | 4.93* | 5.9 | -0.3 | 2.6 | 67.6
CCC(=O)N1CCc2cc(S(=O)(=O)NCCCOC)ccc21 | 2.1 | -4.8 | -5.7 | 1.04 | 1.1 | nt | 3.0 | nt | 107.2
CCCC(c1nnnn1CCC(C)C)N1CCC(C(N)=O)CC1 (stereo not drawn) | -11.0 | -5.2 | 2.1 | 1.01 | 1.04 | 0.8 | -1.7 | -3.8 | 76.1
O=C(CCCN1C(=O)c2ccccc2C1=O)NCCC1=CCCCC1 | -6.1 | -3.2 | 8.6 | 1.03 | 1.08 | -5.5 | 6.6 | 12.0 | 75.5
CN1CCN(CC#CC(C)(O)C2CC3C=CC2C3)CC1 (stereo not drawn) | 0.2 | -6.7 | 20.2 | 1.04 | 1.14 | 0.8 | 7.0 | -7.8 | 101.5
CCOC(=O)c1cccc(NC(=O)CSc2nnc(CNc3ccc(C)cc3)n2CC)c1 | -4.2 | -4.1 | 0.4 | 1.03 | 1.07 | -3.3 | -2.3 | -0.3 | 65.6
O=C(NCCCN1CCC(Cc2ccccc2)CC1)C1CCN(S(=O)(=O)N2CCOCC2)CC1 | -12.2 | 2.8 | 32.6 | 1 | 1.07 | 1.1 | 15.7 | 7.4 | 124.2
COc1cc(C(=O)NCCC(=O)NCCCN2CCCCC2)cc(OC)c1OC | -1.5 | -1.3 | 3.2 | 1 | 0.99 | -4.2 | -0.2 | -2.3 | 93.8
COCc1nc2ccccc2n1CCOc1ccccc1OC | 0.5 | 0.6 | 2.7 | 1 | 1.06 | -1.4 | 1.8 | 3.1 | 92.1
CN(c1ccccc1C(=O)O)S(=O)(=O)c1ccc2c3c(cccc13)C(=O)N2 | 5.0 | -12.1 | 26.9 | 1.09 | 1.37 | -8.2 | 1.3 | -1.6 | 106.8
O=C1CCc2cc(S(=O)(=O)N3CCC(C(=O)NCCC4=CCCCC4)CC3)ccc2N1 | -7.8 | -1.7 | 2.3 | 1.03 | 1.17 | -0.2 | 6.9 | 5.3 | 90.6
CC(=O)N1CCC2(CC1)C(C#N)=C(N)Oc1n[nH]c(C)c12 | -8.7 | nt | 7.4 | 0.99 | 1.12 | nt | 0.4 | nt | 94.5
Cc1cc(C)c2nc(N3CCN(C)CC3)c(C#N)cc2c1 | 1.1 | -3.4 | -20.1 | 0.99 | 1.56 | -1.4 | 4.5 | 1.4 | 104.1
CN(Cc1ccccc1)S(=O)(=O)c1ccc(NC(=O)C2CCCO2)cc1 (stereo not drawn) | -3.5 | nt | -10.1 | nt | nt | 3.9 | 6.4 | 6.9 | nt
CCOC(=O)Cc1csc(NC(=O)C2CCCCC2C(=O)O)n1 (stereo not drawn) | 5.6 | 2.9 | -6.0 | 1.03 | 1.1 | nt | 5.0 | nt | 109.3
O=c1c2cnn(-c3ccccc3)c2ncn1Cc1ccccn1 | 7.1 | 0.9 | -5.6 | 0.99 | 1.07 | -4.6 | -2.5 | -1.8 | 73.2
CCOc1ccc(C(=O)NCCC(=O)NCCCC(=O)O)cc1 | 1.5 | 1.1 | -3.4 | 1.02 | 1.04 | 3.4 | 5.2 | 3.0 | 120.2
COc1cccc(-c2nc(NCCN3CCOCC3)c3ccccc3n2)c1O | 6.2 | 0.0 | -9.7 | 1.1 | 1.02 | -17.6 | 5.9 | -5.7 | 81.3
CN(C)c1ccc(-c2nn3c(C4CCCCC4)nnc3s2)cc1 | 2.8 | -4.3 | -0.9 | 1.11 | 2.55* | 3.2 | 2.3 | 1.3 | 83.8
O=C(OCn1nnc2ccccc2c1=O)C1CCN(S(=O)(=O)c2cccs2)CC1 | -22.4 | -2.0 | 6.8 | 1.04 | 0.99 | 0.8 | 2.4 | -0.7 | 67.7
CCOc1ccc(-n2c(SCc3ccc(C(=O)OC)o3)nc3c(c2=O)SCC3)cc1 | -14.6 | nt | 9.1 | 1.07 | 1.06 | nt | 4.0 | nt | 193.4
CCN(CC)c1ccc(NC(=O)c2[nH]c(C)c(C(C)=O)c2C)c(C)c1 | 6.8 | 2.5 | -3.3 | 0.98 | 1.02 | 7.5 | 6.6 | 3.1 | 167.7
COCC(=O)N(Cc1nc2ccccc2c(=O)[nH]1)Cc1cccs1 | -8.6 | -1.9 | 2.4 | 1 | 1.08 | -0.8 | 12.8 | 2.8 | 63.9
COc1ccc(S(=O)(=O)N2CCCC(C(=O)Nc3ccc(OC)c(OC)c3)C2)cc1 (stereo not drawn) | -7.3 | 0.5 | -18.6 | 0.97 | 1.09 | 4.1 | 3.7 | 8.8 | 78.1
CCOC(=O)N1CCN(S(=O)(=O)c2cccs2)CC1 | -7.3 | -1.0 | 1.4 | 1.03 | 1.1 | -2.8 | 5.6 | 7.1 | 106.4
CC(=O)Nc1ccc(NC(=O)c2c(C)nc3ccccn23)cc1 | -5.5 | 0.5 | 5.3 | 0.99 | 1.03 | 5.0 | 12.9 | 2.2 | 101.3
O=C1C=C(O)CC(c2ccc(Cl)c(Cl)c2)C1 (stereo not drawn) | 11.1 | 0.7 | -28.9 | 1.02 | 1.04 | -1.1 | 6.8 | 8.2 | 84.0
CC(C)(C)NC(=O)c1ccc2c(c1)N(CC(=O)N1CCN(c3ccccc3F)CC1)C(=O)C(C)(C)O2 | -5.7 | -5.1 | 34.2 | 0.99 | 1.11 | -3.7 | 2.8 | 1.0 | 89.4
COC(=O)c1[nH]c2cccc(OC)c2c1NC(=O)CN1CC2(C)CC1CC(C)(C)C2 (stereo not drawn) | 3.0 | -4.8 | 4.1 | 1.03 | 2.01* | -4.2 | 4.4 | 2.5 | 63.6
